UPR XBP1 act: activators of adaptive XBP1 UPR arm, primary screen, cell-based, CHO-XBP1 luciferase reporter, luminescence, uHTS. IRE1-XBP1 UPR activation; percent of tunicamycin response, DMSO as zero. activation, % at 20 µM. 330,000 tested, 0.33% active;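 active means versus positive control, 20 µM dose yields 30% or more activation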;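 further: 100% = tunicamycin at 10 µg/mL and 0% = DMSO only wells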
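Material: CHO cell line with stable XBP1 luciferase reporter; schedule: 16-18 h cell attachment at 37 °C, then 6 h compound exposure; signal: glow luminescence from Steady-Glo reagent; medium: serum-containing F12 medium, 10% FBS; benchmarks: tunicamycin 10 µg/mL and vehicle-only wells; read-out: percent activation relative to tunicamycin reference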
tim10-1 inh: growth inhibitors of tim10-1 mutant yeast, primary screen, luminescence, uHTS; S. cerevisiae tim10-1 ts strain growth, BacTiter-Glo, 24 h; inhibition, % at 20 µM; 330,000 tested, 2.2% active; AID 463190, 2010;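 active means inhibition of at least 40%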;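 further: mutant grown at 25 °C; 0% = DMSO wells with yeast and 100% = wells holding no yeast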
TIM10 inh: growth inhibitors of isogenic TIM10 control yeast, primary screen, counter-screen for tim10-1 yeast inhibitor project, luminescence, uHTS; S. cerevisiae TIM10 strain growth, BacTiter-Glo luminescence, 24 h; inhibition, % at 10 µM; 330,000 tested, 1.4% active; AID 463195, 2010;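 active means inhibition of 40% or more at the single tested concentration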;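 further: wild-type TIM10 isogenic control strain grown at permissive 25 °C; 0% = DMSO yeast wells and 100% = minimal medium wells without yeast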
CXCR6 block: CXCR6 receptor inhibitors, primary screen, cell-based, beta-arrestin, luminescence, CHO-K1 PathHunter, 1536-well; inhibition, % at 20 µM; AID 602244, 2012; 360,000 tested, 0.36% active; C-X-C chemokine receptor type 6 (Homo sapiens), O00574; in the data active means inhibition above about 34%, passing the limit was not always enough;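 further: antagonist mode with CXCL16 agonist at 10 nM final; 0% = 10 nM CXCL16 with DMSO and 100% = unstimulated wells without agonist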
APJ antagonist: antagonists of human apelin receptor APJ, primary screen, CHO-K1 cells, beta-arrestin complementation, luminescence | P35414 | inhibition, % at 20 µM | 330,000 tested, 0.32% active | AID 2521, 2010;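 active means inhibition above about 40% at 20 µM, limit read from the data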;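 further: cells challenged with 10 nM apelin-13 agonist together with compound; plate controls were apelin-13 plus DMSO wells for no effect and DMSO wells lacking apelin-13 for full effect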
tim23-1 inh: growth inhibitors of tim23-1 mutant yeast, primary screen, luminescence, uHTS. S. cerevisiae tim23-1 growth, BacTiter-Glo luminescence, 24 h. inhibition, % at 20 µM. 330,000 tested, 1.3% active;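 active means growth inhibition of the mutant yeast at or above 50%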;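 further: temperature-sensitive mutant grown at 25 °C; plate controls were DMSO-treated mutant yeast for no effect and medium wells lacking yeast for full effect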
CHOP UPR activ: activators of apoptotic CHOP UPR arm, primary screen, cell-based, CHO-CHOP luciferase reporter, luminescence, uHTS; activation, % at 10 µM; 330,000 tested, 0.34% active; UPR activation; percent of tunicamycin response over DMSO baseline;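 active means at 10 µM dose, activation of 40% or more, normalized to positive control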;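 further: 100% = tunicamycin at 10 µg/mL and 0% = DMSO alone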
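System: CHO CHOP reporter cells. Amount: 500 cells per well. Buffer or medium: F12 medium, 10% FBS. Compound dosing: one dose, 10 µM in 0.5% DMSO. Incubation: 6 h compound exposure at 37 °C after overnight seeding. Technique: Steady-Glo luciferase luminescence. Benchmarks: tunicamycin and DMSO controls.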
APJ ag: agonists of human apelin receptor APJ, primary screen, CHO-K1 cells, PathHunter beta-arrestin, luminescence; activation, % at 20 µM; 0% DMSO wells, 100% apelin; AID 2520, 2010; 330,000 tested, 0.11% active; P35414;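 active means activation more than six SD over the plate average, tested at 20 µM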;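 further: 0% = DMSO alone and 100% = apelin-13 at 10 nM; some results filed as inactive read as strong as hits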
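Test system: CHO-K1 APJ beta-arrestin complementation cell line | Compound: Single test compound dose, 20 µM final, 1% DMSO | Incubation: Compound 90 min 25 °C, reagent 1 h | Measured by: beta-gal luminescence | Read-out basis: APJ–arrestin association signal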
Mdm2 MdmX PPI: inhibitors of human Mdm2-MdmX association, primary screen, cell-based, luminescence, split luciferase, SaOS-2, uHTS; SaOS-2 split-luciferase Mdm2/MdmX complementation; 330,000 tested, 3% active; Protein Mdm4 (Homo sapiens) + E3 ubiquitin-protein ligase Mdm2 (Homo sapiens), …; inhibition, % at 8 µM;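 active means inhibition of at least 50% at 8 µM in the primary screen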
Target sequence (O15151 whole entry, looked up): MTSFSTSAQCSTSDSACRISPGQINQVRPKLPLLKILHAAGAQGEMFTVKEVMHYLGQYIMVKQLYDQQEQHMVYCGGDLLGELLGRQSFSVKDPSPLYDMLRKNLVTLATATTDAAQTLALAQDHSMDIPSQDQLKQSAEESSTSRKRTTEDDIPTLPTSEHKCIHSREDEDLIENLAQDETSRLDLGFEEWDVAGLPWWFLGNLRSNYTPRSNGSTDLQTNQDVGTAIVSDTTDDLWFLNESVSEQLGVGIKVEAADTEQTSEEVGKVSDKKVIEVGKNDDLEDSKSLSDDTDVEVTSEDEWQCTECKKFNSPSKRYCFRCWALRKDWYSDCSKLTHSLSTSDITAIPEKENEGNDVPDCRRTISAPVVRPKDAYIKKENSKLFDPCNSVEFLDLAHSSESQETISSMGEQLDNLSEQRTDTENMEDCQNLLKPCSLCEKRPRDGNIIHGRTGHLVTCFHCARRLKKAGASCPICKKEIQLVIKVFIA
Target sequence (Q00987 whole entry, looked up): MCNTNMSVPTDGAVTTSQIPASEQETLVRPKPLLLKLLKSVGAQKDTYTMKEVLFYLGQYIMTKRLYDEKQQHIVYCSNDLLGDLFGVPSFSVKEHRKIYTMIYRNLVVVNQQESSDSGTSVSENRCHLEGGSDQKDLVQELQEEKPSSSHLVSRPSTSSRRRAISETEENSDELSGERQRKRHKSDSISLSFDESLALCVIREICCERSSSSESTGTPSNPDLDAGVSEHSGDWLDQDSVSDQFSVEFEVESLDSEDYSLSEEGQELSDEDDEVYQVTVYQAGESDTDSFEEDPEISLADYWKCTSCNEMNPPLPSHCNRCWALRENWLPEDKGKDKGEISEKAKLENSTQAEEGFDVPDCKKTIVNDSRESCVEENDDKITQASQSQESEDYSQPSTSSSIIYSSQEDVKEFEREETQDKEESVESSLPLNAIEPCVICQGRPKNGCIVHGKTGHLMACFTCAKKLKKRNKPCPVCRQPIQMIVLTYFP
* = called active by the depositor; · = not tested or not shown. An excerpt (hit frequency here may not be typical).

SMILES	UPR XBP1 act	tim10-1 inh	TIM10 inh	CXCR6 block	APJ antagonist	tim23-1 inh	CHOP UPR activ	APJ ag	Mdm2 MdmX PPI
CC(c1ccccc1F)n1cc(C(=O)NCCCn2ccnc2)nn1 (stereo unspecified)	-2	-9	-24	-4	-26	0	-0.5	-3	1
CCCCCC(=O)Nc1cccc(C2=NOC3(C2)C[C@@H](C(N)=O)N(C(=O)c2cc([N+](=O)[O-])cc([N+](=O)[O-])c2)C3)c1 (stereo partly specified)	1	-5	9	-13	-159	10	-0.1	16	16
CC(C)N(C(=O)/C=C/c1cccc([N+](=O)[O-])c1)C(C)C	3	29	-10	2	-15	24	-3.1	2	4
Cc1cccc(C)c1N1CCN(C(=O)Cn2cncn2)CC1	0	1	-9	-7	-14	15	-0.2	3	10
COc1ccccc1NC(=O)C1CCCN(c2nc(C)cc(C)n2)C1 (stereo unspecified)	1	19	6	6	6	8	-0.8	5	-24
O=C(/C=C/c1cccc(O)c1)c1cccnc1	1	5	2	7	10	21	-1.1	-3	16
CC(NC(=O)c1cccc(S(=O)(=O)N(C)C)c1)c1nc2ccccc2[nH]1 (stereo unspecified)	2	18	13	-6	20	-15	1.9	2	19
CCCNC(=O)CSc1nnc(-c2ccc(F)cc2)o1	-1	0	6	4	-16	-7	0.4	-4	5
COc1cc(Cl)ccc1NC(=S)N(CCN(C)C)C(C)c1ccncc1 (stereo unspecified)	-2	14	0	12	-5	14	0.6	-1	25
CCOC(=O)C1CCN(S(=O)(=O)c2ccc3c(c2)NC(=O)C(C)S3)CC1 (stereo unspecified)	-7	19	4	2	11	30	1.4	0	12
O=C(NC1CCCCC1)C(c1cccs1)N(C(=O)c1ccco1)c1ccc2c(c1)OCCO2 (stereo unspecified)	-3	19	20	2	18	-6	-1.9	6	5
CCNC(=O)c1c(N)sc2c1CCCCC2	-2	2	5	·	19	20	-1.3	1	11
O=C(CCNC(=O)c1ccco1)Nc1ccccc1	3	9	-7	-4	1	11	2.2	2	16
CCOc1ccc(/C=C2/SC(=S)N(n3c(C)ccc3C)C2=O)cc1	-2	31	40	7	0	21	0.5	-2	34
Cn1c(=O)n(C)c2cc(NC(=O)c3ccc(F)cc3)c(Br)cc21	-1	-7	0	-4	14	6	0.7	-1	-9
CCc1oc2ccccc2c1C(=O)c1cc(Br)c(O)c(Br)c1	-9	-16	17	-3	-7	56*	-0.3	1	17
CCN(N=Nc1cccc([N+](=O)[O-])c1)c1cccc([N+](=O)[O-])c1	0	22	15	3	8	11	-1.1	-7	0
O=C(C1CCC(=O)N(C2CC2)C1)N1CCC(Oc2cccc(C(F)(F)F)c2)CC1 (stereo unspecified)	0	11	-2	-4	18	7	3.8	-3	20
COC(=O)C(C)Oc1ccc(Cl)c(CN2OCC(C)(C)C2=O)c1 (stereo unspecified)	2	7	18	-3	-3	0	-0.6	-1	8
COC(=O)c1ccccc1NC(=O)c1cc(C2CC2)on1	-1	21	19	-6	18	13	-1.2	-2	-14
O=C(NCc1ccccc1)c1ccccc1C(=O)c1ncc[nH]1	-3	4	2	-6	-5	-10	-1.1	-2	-12
CC(C(=O)Nc1ccccc1Oc1ccccc1)c1ccccc1 (stereo unspecified)	-2	11	13	6	4	15	1.0	-3	18
CCCCCCCCSc1nnc(-c2ccc(OC)cc2)o1	0	18	4	-7	14	10	0.1	-3	28
Cc1ccc(S(=O)(=O)c2cc3cc(Br)ccc3oc2=O)cc1	2	13	3	-3	8	9	1.9	1	18
CCCS(=O)(=O)N1CCC(C(=O)N2CCCC2)CC1	4	5	-12	0	7	-6	-2.0	-3	13

Three entries out of the list above, arranged by their value in APJ antagonist, low to high.
SMILES	APJ antagonist
CCCNC(=O)CSc1nnc(-c2ccc(F)cc2)o1	-16
CC(C)N(C(=O)/C=C/c1cccc([N+](=O)[O-])c1)C(C)C	-15
COC(=O)C(C)Oc1ccc(Cl)c(CN2OCC(C)(C)C2=O)c1 (stereo unspecified)	-3

Limited to APJ ag, for two of the compounds above:
structure	APJ ag
CCNC(=O)c1c(N)sc2c1CCCCC2	1
COc1cc(Cl)ccc1NC(=S)N(CCN(C)C)C(C)c1ccncc1 (stereo unspecified)	-1

The main list resumes, repeating the 3 entries before the break.
SMILES	UPR XBP1 act	tim10-1 inh	TIM10 inh	CXCR6 block	APJ antagonist	tim23-1 inh	CHOP UPR activ	APJ ag	Mdm2 MdmX PPI
CCCCCCCCSc1nnc(-c2ccc(OC)cc2)o1	0	18	4	-7	14	10	0.1	-3	28
Cc1ccc(S(=O)(=O)c2cc3cc(Br)ccc3oc2=O)cc1	2	13	3	-3	8	9	1.9	1	18
CCCS(=O)(=O)N1CCC(C(=O)N2CCCC2)CC1	4	5	-12	0	7	-6	-2.0	-3	13
O=C(c1cc(F)ccc1F)C1CCCN(C(=O)c2ccc(F)cc2Cl)C1 (stereo unspecified)	0	27	15	2	-18	29	1.4	-3	-7
O=C(OCC1OC(Oc2ccc(O)cc2)C(O)C(O)C1O)c1ccccc1 (stereo unspecified)	1	1	-1	3	-55	0	2.4	-3	-10
O=C(CNC(=S)N(CCCN1CCOCC1)Cc1cccs1)NC1CCCC1	-4	-7	-19	4	-19	7	4.9	-6	19
COc1ccc(CNC(=O)CCCn2ccc3cc(S(=O)(=O)N4CCCC4)ccc32)cc1	-5	13	2	7	9	10	1.3	4	46
O=C(COc1ccc2ccc(=O)oc2c1)NCCCn1ccnc1	-3	16	-8	-9	5	-1	1.3	0	21
O=[N+]([O-])c1ccc(S(=O)(=O)CC2CSc3nc4ccccc4n32)cc1 (stereo unspecified)	0	8	10	-3	-47	-5	0.7	12	0
Cc1cccc(C(=O)N[C@H](C(=O)OCC(=O)NC2CCS(=O)(=O)C2)C(C)C)c1 (stereo partly specified)	0	1	3	-13	2	7	1.1	-1	-8
O=C(NCCC1=CCCCC1)C1CCC(CNc2c(N3CCCC3)c(=O)c2=O)CC1 (stereo unspecified)	-1	7	3	-7	0	-3	-1.1	-3	16
C=CCn1cc(F)c(=O)n(CC=C)c1=O	-3	-13	5	-11	2	2	-0.8	-2	-16
CC(=O)Nc1ccc(S(=O)(=O)Oc2ccc(C(=S)N3CCCCC3)cc2)cc1	-2	11	3	-10	-6	28	1.3	-2	36
COc1ccc(CC(=O)OCC(=O)c2ccc[nH]2)cc1	0	13	11	5	-24	18	-0.4	0	-23
CC(=O)Nc1cc(NC(C)=O)c(CC(C)C)s1	0	12	4	3	0	15	-1.4	-1	0
CC(=O)c1c(Cl)nc2cccc3c2c1-c1ccccc1C3=O	-3	26	12	-7	8	3	-0.1	9	36
COc1ccc(C(=O)COC(=O)c2ccc(Cl)nc2)c(OC)c1	-2	-2	-15	2	1	11	1.1	-5	33
S=c1[nH]cc(-c2ccccc2)n1-c1ccccc1Cl	-1	28	5	2	3	-1	-1.0	-3	1
Cc1cccc(C(=O)OCc2cncs2)c1	0	-12	-1	2	17	2	1.6	-2	-16
CC(C(=O)c1ccccc1)[n+]1cccc(Br)c1 (stereo unspecified)	5	1	4	5	-18	1	-0.7	-5	22
CCN(C[C@H]1N[C@@](Cc2ccccc2)(C(=O)OC)[C@H]2C(=O)N(Cc3ccccc3)C(=O)[C@@H]12)C(=O)Nc1ccc(Cl)cc1	7	18	13	-7	-2	23	13	-2	66*
COc1ccc(CCNC(=O)CSc2nc(O)c(CCC(C)C)c(=O)[nH]2)cc1OC	0	-2	2	-1	4	7	4.6	3	-15
CN1C(=O)CC(N2CCC(c3nc4ccccc4s3)CC2)C1=O (stereo unspecified)	-2	17	-1	3	8	14	-0.9	-1	5
CCCCCOc1ccc(CN2CCOCC2)cc1Cl	1	-12	-16	10	-5	-5	3.8	-5	-96
N/C(=N\OC(=O)c1ccc2c(c1)OCO2)c1cccnc1	-6	14	5	-17	-17	10	-6.8	3	-13
C=CCc1ccc(OCCOCCNCCOC)c(OC)c1	-5	-7	-1	1	-3	-14	-1.5	-4	5
O=[N+]([O-])c1ccc(N2CCN(c3ccc(Cl)nn3)CC2)cc1NC1CC1	-1	6	7	14	12	8	0.0	-5	28
COC(=O)NCC(c1ccc2c(c1)OCO2)N1CCN(c2ccccc2)CC1 (stereo unspecified)	-4	14	1	6	11	8	-1.7	3	21
CCOC(=O)C(C)(C)Oc1cccc2c1S(=O)(=O)c1ccccc1-2	-1	25	3	2	11	25	0.8	-2	18
COc1ccc(/C=N/NC(=O)c2ccncc2)cc1CN1CCN(c2ccc(F)cc2)CC1	0	-4	11	-13	1	8	-0.5	0	0
COC(=O)N1CCc2c(sc(NC(=O)C3=COCCO3)c2C#N)C1	1	-3	7	-3	14	15	3.7	-1	56*
CN(Cc1ccccc1)C(=O)c1ccccc1NC(=O)c1ccccc1	0	19	9	-6	9	25	-1.5	0	20
Cc1c(C(=O)N2CCN(CC(=O)Nc3ccccc3Cl)CC2)oc2ccc(Br)cc12	-3	2	16	-2	-33	20	0.6	-1	40

A second format for some results above.
smiles | UPR XBP1 act | tim10-1 inh | TIM10 inh | CXCR6 block | APJ antagonist | tim23-1 inh | CHOP UPR activ | APJ ag | Mdm2 MdmX PPI
Cc1ccc(S(=O)(=O)c2cc3cc(Br)ccc3oc2=O)cc1 | 2 | 13 | 3 | -3 | 8 | 9 | 1.9 | 1 | 18
CCCCCOc1ccc(CN2CCOCC2)cc1Cl | 1 | -12 | -16 | 10 | -5 | -5 | 3.8 | -5 | -96
COc1ccc(CC(=O)OCC(=O)c2ccc[nH]2)cc1 | 0 | 13 | 11 | 5 | -24 | 18 | -0.4 | 0 | -23

Compound activity deposited in PubChem by Sanford-Burnham Center for Chemical Genomics.
